APJ ag: activates the human apelin receptor APJ; P35414; CHO-K1 APJ PathHunter beta-arrestin, luminescence; 0% DMSO wells, 100% apelin; hit rate 0.11% among 330,000; AID 2520; activation, % at 20 µM;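 active = activation more than six SD over the plate average, tested at 20 µM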;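 also: 0% = DMSO alone and 100% = apelin-13 at 10 nM; some results filed as inactive read as strong as hits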
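Material: CHO-K1 APJ beta-arrestin complementation cell line; Input: cell density 1000 per well; Incubation: compound stimulation 90 min at 25 °C, detection 60 min; Signal: luminescence from split beta-galactosidase complementation, Galacton Star/Emerald II substrate; Controls: DMSO-only wells as negative, 10 nM Apelin-13 as positive control.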
CCR6 antagonist: CCR6 (human) receptor antagonism. CHO-K1 CCR6 PathHunter beta-arrestin, luminescence, CCL20-stimulated. AID 493098. inhibition, % at 20 µM. hit rate 0.49% among 340,000. P51684;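 active = compounds whose inhibition of the agonist-driven luminescence signal at 20 µM reaches about 50%, limit read from the data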;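 also: cells stimulated with CCL20 at 14 nM final; plate controls were DMSO with CCL20 for no effect and DMSO without agonist for full effect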
Target sequence (P51684 whole entry, looked up): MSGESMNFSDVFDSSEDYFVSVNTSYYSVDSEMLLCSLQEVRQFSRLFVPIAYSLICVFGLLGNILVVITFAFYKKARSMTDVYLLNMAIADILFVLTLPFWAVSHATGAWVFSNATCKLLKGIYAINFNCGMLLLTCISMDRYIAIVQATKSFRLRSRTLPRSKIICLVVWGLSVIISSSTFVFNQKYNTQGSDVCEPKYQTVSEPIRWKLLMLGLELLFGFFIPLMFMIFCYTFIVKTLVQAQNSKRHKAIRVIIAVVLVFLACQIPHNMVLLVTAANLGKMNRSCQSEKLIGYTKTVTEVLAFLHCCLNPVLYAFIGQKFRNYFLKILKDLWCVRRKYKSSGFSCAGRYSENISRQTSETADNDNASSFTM
UBC13 inh: inhibitors of human UBC13 polyubiquitin chain formation; P61088; AID 485273; hit rate 0.47% among 330,000; TR-FRET; inhibition, % at 20 µM; in the data active = inhibition above about 45%, passing the limit was not always enough
APJ antagonist: antagonists of human APJ apelin receptor. P35414. CHO-K1 APJ beta-arrestin complementation, luminescence. hit rate 0.32% among 330,000. AID 2521. inhibition, % at 20 µM;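 active = inhibition above about 40% at 20 µM, limit read from the data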;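 also: cells challenged with 10 nM apelin-13 agonist together with compound; plate controls were apelin-13 plus DMSO wells for no effect and DMSO wells lacking apelin-13 for full effect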
ATG4B inhibitor: ATG4B (human) cysteine protease inhibition; AID 504462; Q9Y4P1; hit rate 0.51% among 340,000; ATG4B cleavage of LC3-PLA2, NBD-HPC fluorescence, 1 h; inhibition, % at 8.33 µM; in the data active = inhibition above about 40%
Target sequence (Q9Y4P1 whole entry, looked up): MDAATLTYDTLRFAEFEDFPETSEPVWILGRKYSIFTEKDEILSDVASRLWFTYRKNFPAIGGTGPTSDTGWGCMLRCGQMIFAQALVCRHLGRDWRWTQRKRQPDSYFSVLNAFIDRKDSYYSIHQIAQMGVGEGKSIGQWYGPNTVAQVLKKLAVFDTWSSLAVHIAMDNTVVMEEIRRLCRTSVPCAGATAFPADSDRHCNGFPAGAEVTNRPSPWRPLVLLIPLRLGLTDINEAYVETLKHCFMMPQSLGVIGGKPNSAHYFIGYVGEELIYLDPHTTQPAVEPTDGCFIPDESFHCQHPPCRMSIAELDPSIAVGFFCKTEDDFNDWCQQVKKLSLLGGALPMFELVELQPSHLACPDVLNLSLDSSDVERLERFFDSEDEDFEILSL
CXCR6 inh: CXCR6 (human) receptor inhibition. O00574. CHO-K1 PathHunter CXCR6 beta-arrestin, luminescence. inhibition, % at 20 µM. hit rate 0.36% among 360,000; in the data active = inhibition above about 34%, passing the limit was not always enough;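 also: antagonist mode with CXCL16 agonist at 10 nM final; 0% = 10 nM CXCL16 with DMSO and 100% = unstimulated wells without agonist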
Target sequence (O00574 whole entry, looked up): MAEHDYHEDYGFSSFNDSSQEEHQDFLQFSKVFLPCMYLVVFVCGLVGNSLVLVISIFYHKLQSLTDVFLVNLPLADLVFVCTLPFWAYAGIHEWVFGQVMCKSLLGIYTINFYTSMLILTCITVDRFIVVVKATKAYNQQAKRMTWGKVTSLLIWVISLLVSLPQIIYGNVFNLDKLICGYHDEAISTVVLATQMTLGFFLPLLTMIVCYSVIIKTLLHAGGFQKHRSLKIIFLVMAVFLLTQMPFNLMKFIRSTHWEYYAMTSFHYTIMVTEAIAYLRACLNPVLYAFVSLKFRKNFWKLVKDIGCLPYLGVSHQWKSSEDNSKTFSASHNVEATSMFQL
Gli-Sufu block: antagonists of Gli-Sufu signaling | hit rate 0.74% among 340,000 | Sufu-KO-LIGHT fibroblasts, Gli luciferase reporter luminescence | AID 588413 | inhibition, % at 5 µM;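 active = inhibition above about 55%, limit read from the data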;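 also: 0% = DMSO-treated cells and 100% = wells with medium but no cells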
EBI2 antag: EBI2 (human) antagonism. hit rate 0.81% among 360,000. inhibition, % at 5 µM. EBI2 beta-arrestin recruitment, luminescence, 7a,25-OHC stimulated; in the data active = inhibition above about 38%;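 also: enzyme fragment complementation signal reports receptor beta-arrestin coupling in cells; 0% = agonist plus DMSO wells and 100% = wells without agonist; some results beyond the cut were filed as inactive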
* = called active by the depositor; / = no result given.

SMILES	APJ ag	CCR6 antagonist	UBC13 inh	APJ antagonist	ATG4B inhibitor	CXCR6 inh	Gli-Sufu block	EBI2 antag
Cc1ccccc1N/N=C/c1ccc(N2CCOCC2)cc1	0	7	-11	-8	6	-1	-40	-17
CC(=O)Nc1ccc(S(=O)(=O)Nc2nc3ccccc3nc2-n2ccc(=NC(=O)c3ccc(F)cc3)cc2)cc1	3	-6	11	-36	-4	-17	-12	-2
CCOC(=O)C1CCCN(C(=O)C2COc3ccccc3O2)C1 (stereo not drawn)	/	0	/	/	-2	-3	-3	-9
N#Cc1ccsc1NC(=O)CSc1nncs1	-3	0	-4	7	-7	-6	-53	-11
O=C(O)Cc1ccc(C(=O)c2cccs2)s1	1	0	5	9	-12	3	-9	1
O=C(COc1ccccc1Cl)NNC(=O)c1ccc2nc[nH]c2c1	-6	-12	4	12	0	0	6	-3
C#CCOCCOCCOCCNc1nc(N2CCOCC2)nc(N2CCN(C(=O)[C@H](CC(N)=O)n3cc(C(N)[C@@H](C)CC)nn3)CC2)n1 (stereo partly drawn)	-3	2	12	7	-4	-3	4	3
COc1cc(OC)c(C2NC(=O)CCC2[N+](=O)[O-])cc1OC (stereo not drawn)	-2	6	-1	0	-9	-2	6	-3
Cc1ccc(Oc2nc3ccccc3n3cccc23)cc1	-1	20	8	16	-7	-9	3	-4
O=C(Nc1cccnc1)c1ccc(COc2ccccc2Br)o1	-2	5	1	-14	-3	-6	5	-10
CN1CCN(c2ccc(-c3cccc(NC(=O)COc4ccc(Cl)cc4)c3)nn2)CC1	0	4	10	20	-13	4	-27	16
O=C(COc1ccc(C2SCCS2)cc1)NNC(=O)C(Cl)Cl	2	8	7	-27	-5	0	-38	-18
Cc1cc([N+](=O)[O-])ccc1N	0	16	-6	2	4	2	-14	-6
S=c1[nH]nc(-c2cccc(Cl)c2)n1/N=C/c1ccc(-c2ccccc2Br)o1	-6	3	-22	13	1	3	10	-7
CCc1nc(SCC(=O)Nc2nccs2)c2oc3ccccc3c2n1	4	4	-13	-1	0	-9	-8	-4

Single records, from the list above. Screens in order: APJ ag, CCR6 antagonist, UBC13 inh, APJ antagonist, ATG4B inhibitor, CXCR6 inh, Gli-Sufu block, EBI2 antag
Entry for `COc1cc(OC)c(C2NC(=O)CCC2[N+](=O)[O-])cc1OC` (stereo not drawn) = -2, 6, -1, 0, -9, -2, 6, -3
Entry for `C#CCOCCOCCOCCNc1nc(N2CCOCC2)nc(N2CCN(C(=O)[C@H](CC(N)=O)n3cc(C(N)[C@@H](C)CC)nn3)CC2)n1` (stereo partly drawn) = -3, 2, 12, 7, -4, -3, 4, 3
Entry for `N#Cc1ccsc1NC(=O)CSc1nncs1` = -3, 0, -4, 7, -7, -6, -53, -11
Entry for `CCOC(=O)C1CCCN(C(=O)C2COc3ccccc3O2)C1` (stereo not drawn) = /, 0, /, /, -2, -3, -3, -9
Entry for `CCc1nc(SCC(=O)Nc2nccs2)c2oc3ccccc3c2n1` = 4, 4, -13, -1, 0, -9, -8, -4

Following part.
SMILES	APJ ag	CCR6 antagonist	UBC13 inh	APJ antagonist	ATG4B inhibitor	CXCR6 inh	Gli-Sufu block	EBI2 antag
COc1ccc(F)c(-c2nc(CN3CCN(C(=O)c4ccco4)CC3)c(C)o2)c1	0	18	4	-14	17	8	6	-15
O=S(=O)(c1ccc(NC(=S)NCc2ccco2)cc1)N1CCCCC1	-1	5	17	-2	16	-4	2	4
C=CCNc1nc(C(=O)OCC(=O)Nc2cc(S(C)(=O)=O)ccc2Cl)cs1	-2	2	0	1	-2	-1	6	-1
O=C(C1CCN(S(=O)(=O)c2cccs2)CC1)N1CCN(c2ccccc2O)CC1	1	1	-6	-57	-7	-18	-8	-9
Oc1cccc2ccc(Nc3ccccn3)nc12	2	-15	-5	-23	-3	-18	15	8
COc1cc([N+](=O)[O-])ccc1NC(=S)N1CCOCC1	7	1	-19	-19	0	-2	9	1
S=C1NCCOCCOCCOCCN1	0	23	-5	-9	-2	-4	2	-1
CCCCN(C)C(=O)c1cn(CC)c2nc(C)ccc2c1=O	-3	-1	-4	21	-2	-8	-4	-11
CO/N=C(\CCC(=O)O)c1cccs1	-1	-3	4	-11	-8	-9	6	1
CC(=O)Nc1ncc2c(n1)CC(c1ccco1)CC2=O (stereo not drawn)	-2	6	-4	0	-8	-1	4	1
O=C(COc1ccccc1)Nc1ccncc1Cl	-3	4	-1	5	-11	-2	2	2
CCN1C(=O)[C@H]2[C@@H](c3ccc(-c4cc(C(C)=O)cs4)cc3)N3CCCC[C@@]3(C(=O)OC)[C@H]2C1=O	1	19	9	-2	-1	2	6	22
CCNC(=O)CC(=O)Nc1ccccc1C(=O)O	3	6	7	16	-3	-9	-10	-3
Cc1ccnc(NC(=O)CCC(=O)N(CC(=O)NC(C)(C)C)c2ccc3c(c2)OCO3)c1	1	8	-1	-20	-4	11	17	-1
CN(CC(=O)NCC(=O)Nc1ccc(F)c(F)c1F)C1CCS(=O)(=O)C1 (stereo not drawn)	-4	9	0	-1	-2	-10	-8	2
CCCC(=O)c1cc2c(cc1NC(=O)c1ccccc1F)OCCO2	0	3	13	11	-13	8	17	-1
CC1=C(C(N)=O)C(c2ccncc2)n2nc(-c3ccccc3Cl)nc2N1 (stereo not drawn)	-2	5	2	12	3	-1	-12	-10
COc1ccc2nc3oc(C(=O)N4CCN(c5ccccc5F)CC4)cc3cc2c1	0	-23	10	3	-10	12	1	23
COc1ccc(/C=N/Nc2nc(Nc3ccccc3)nc(N3CCCCC3)n2)c(OC)c1	-1	6	-10	20	-1	-5	-4	7
COc1ccccc1NC(=O)Nc1sccc1-c1nc2ccccc2s1	-2	10	-13	1	-17	-4	3	3
COc1ccc(N(C(C)C(=O)N(C)Cc2ccccc2)S(C)(=O)=O)cc1 (stereo not drawn)	4	18	1	-2	1	3	0	-6
N#CC1=C(N)NC(SCc2ccc(Br)cc2)=C(C#N)C12CCCCC2	1	2	-1	0	6	-7	-4	17
CCCCn1c(N)c(N(CCOC)C(=O)c2cccc(-n3cnnn3)c2)c(=O)[nH]c1=O	-5	-4	0	13	0	-6	-5	-10
COc1cc(/C=N/NC(=O)c2ccncc2)ccc1Oc1ccc([N+](=O)[O-])cn1	-1	11	-5	-16	-8	4	1	-7
CCN(C(=O)CSc1cc(-c2ccccc2)c2ccc(OC)cc2n1)C1CCS(=O)(=O)C1 (stereo not drawn)	-3	-3	28	7	-15	4	9	10
Cn1nc(C(=O)Nc2ccccc2N2CCCC2)c2ccccc2c1=O	0	12	-2	10	-4	0	16	5
Cc1ccc(OCCCCn2ccnc2)c([N+](=O)[O-])c1	6	-7	7	16	-15	-2	6	3
Cn1cc(CN2CCC(N3CCNC(=O)CC3)CC2)c(-c2ccccc2F)n1	0	10	-5	7	-1	6	4	-8
C#CCSc1nc(N)c2c(n1)OC(N)=C(C#N)C2c1cccnc1 (stereo not drawn)	-1	7	2	-3	-4	0	16	-5
Cc1cccn2c(=O)c(/C=C(\C#N)C(=O)NC3CCS(=O)(=O)C3)c(N3CCC(C(N)=O)CC3)nc12 (stereo not drawn)	-5	5	5	-7	1	-10	-3	-11
COc1cc(C(=O)NCCSc2ccc(Br)cc2)cc(OC)c1OC	0	9	0	0	-3	11	12	28
OC(COC(c1ccccc1)c1ccccc1)CN1CCCCC1 (stereo not drawn)	-3	13	1	5	2	9	-6	6
O=C(C1CCC1)N1CCN(S(=O)(=O)c2ccccc2)CC1	-1	-1	-2	-1	5	-2	-6	-8
c1ccc2c(c1)OCC(c1nnc3sc(-c4cnccn4)nn13)O2 (stereo not drawn)	-2	4	-5	8	1	-8	4	9
O=C(O)CCCC(=O)Nc1nc2n(n1)C(c1ccc(F)cc1)CC(c1ccc(Cl)cc1)N2 (stereo not drawn)	-5	-7	-2	1	4	11	1	4
CC(Sc1nc2ccccc2s1)C(=O)NCc1ccc2c(c1)OCO2 (stereo not drawn)	-5	-2	-5	2	-3	-11	-16	8
COCCn1c(-c2ccc(OC)cc2)cnc1SCC(=O)Nc1ccc(OC)cc1OC	0	2	-9	3	-3	9	-4	-1
CCN1CCN(c2ncc(C(=O)Nc3cc(Cl)c(OC)cc3OC)c3ccccc23)CC1	/	19	/	/	-12	15	39	1
CCC(CO)Oc1cc(NC(=O)c2ccc(C)cc2)c2ncn(C(C)C)c2c1 (stereo not drawn)	1	4	11	-13	-8	1	-7	-3
O=C(NCCN1CCOCC1)c1c[nH]c2ccc(S(=O)(=O)N3CCOCC3)cc2c1=O	-1	0	2	-13	-1	2	-3	2
COc1ccc(CCC(=O)N2CCCSC2=Nc2ccc(C(C)=O)cc2)cc1	-1	26	11	-4	-6	4	4	6
CCOC(=O)CSC1=N/C(=C\c2ccc(OC)c(OC)c2)C(=O)N1C	0	-8	3	-8	-2	0	-19	-5
O=c1c2ccccc2nc(/C=C/c2cccc([N+](=O)[O-])c2)n1CCCO	0	10	8	13	-3	6	-74	-2
COc1ccc(N(CC(=O)Nc2cccnc2)S(C)(=O)=O)cc1	1	0	-4	2	4	2	8	-6
Cc1sc2nc(SCC(=O)NCCO)n(C)c(=O)c2c1C	-4	13	-8	2	-7	-4	-21	-19
O=C(CN1CCN(S(=O)(=O)c2ccc(Cl)cc2)CC1)NC1CC1	3	9	-9	7	7	-2	-20	0
CC1CCCCC1NC(=O)CN(C)S(=O)(=O)c1ccc2c(c1)CCC(=O)N2 (stereo not drawn)	-3	17	1	15	-5	-14	-4	-4
COCCN(C(=O)c1cc(-c2ccc(F)cc2)nc2ccccc12)c1c(N)n(CC(C)C)c(=O)[nH]c1=O	/	3	/	/	-5	-10	-3	-11
O=C1CCC(=O)N1c1ccc(S(=O)(=O)Nc2cccc([N+](=O)[O-])c2)cc1	-5	17	-1	17	6	14	-20	5
CC(=O)Nc1ncc(Cc2cccc(Cl)c2)s1	-3	5	-6	-34	2	-1	-14	-3
Cc1ccc(-n2ncc3c2CC(C)(C)CC3NC(=O)c2ccc[n+]([O-])c2)cc1 (stereo not drawn)	10	-2	-5	-4	-9	-6	11	-8
CCc1ccc(NC(=O)CNS(=O)(=O)c2c(C)noc2C)cc1	-6	1	-5	13	6	3	-7	-5
COc1cccc(CN2CCN(Cc3nc4c(s3)CCCC4)CC2CCO)c1 (stereo not drawn)	-2	4	-19	8	1	-3	21	-6
CCn1cc(CN2CCCC(CNS(=O)(=O)c3cccc4cccnc34)C2)cn1 (stereo not drawn)	5	-7	-5	-11	0	0	6	1
COc1ccc(N(CC(=O)Nc2ccc(C)cn2)S(=O)(=O)c2c(C)nn(C)c2C)cc1	0	20	1	18	5	3	-22	6
Cc1noc(C)c1CSc1ncnc2sc(C)c(C)c12	1	-1	16	10	10	3	5	10
Cc1cc(C(=O)NC2CCCc3ccccc32)c(C)o1 (stereo not drawn)	1	5	5	-21	9	-12	-3	-5
CCc1ccc(NC(=O)/C(C#N)=C/c2ccncc2)cc1	1	30	8	-21	-4	8	27	0
O=C(CNC(=O)c1ccc(-c2ccccc2)cc1)OCc1c(F)cccc1Cl	-2	-1	9	3	7	-1	-13	6
COCCN1CCN(C(=O)c2ccc3c(c2)S(=O)(=O)c2ccccc2C3=O)CC1	-1	-3	3	-5	-10	/	-9	/
Later entries:
SMILES	APJ ag	CCR6 antagonist	UBC13 inh	APJ antagonist	ATG4B inhibitor	CXCR6 inh	Gli-Sufu block	EBI2 antag
Cc1cc(C)nc(/N=C(\N)Nc2cccc([N+](=O)[O-])c2)n1	-2	-7	8	-8	2	-2	30	-2
OCC1(CO)CC2(C1)CC(CO)(CO)C2	/	6	/	/	3	-2	2	-6
COc1ccc(OC)c(NC(=O)CCCCCn2nnc3ccccc3c2=O)c1	2	19	4	-1	2	0	4	-1
CCOc1ccc(NC(=O)CSc2nnc(Cc3cccn3C)n2-c2ccc(OC)cc2)cc1	-5	5	-2	19	-7	0	3	12
CC(NC(=O)c1ccccc1F)c1nnc(SCC(=O)Nc2nnc(C3CC3)s2)n1C (stereo not drawn)	0	0	1	-9	7	8	17	-5
O=C(Nc1ccc(/C=C/c2nc3ccccc3o2)cc1)c1cccc(C(F)(F)F)c1	2	10	-14	-8	3	0	-5	-8

Assay outcomes as filed in PubChem BioAssay.

Compounds were not picked by outcome. About 3% of those tested had a hit in this group.
